FBW7 act: FBW7 E3 ligase activators, primary screen, biochemical, AlphaScreen, human; normalized activity (activation), % at 26.1 µM; AlphaScreen FBW7–phospho-cyclin E peptide binding, activator screen; 650,000 tested, 0.13% active; in the data active = normalized activity above about 1.9%;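 also: purified mutant Fbw7 with reduced substrate affinity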
GPR151 activ: activators of human GPR151, primary screen, cell-based, PathHunter beta-arrestin, luminescence. G-protein coupled receptor 151 (Homo sapiens), Q8TDV0. PathHunter beta-arrestin GPR151 cells. activation, % at 11.2 µM. 650,000 tested, 1% active. AID 1508602, 2020; in the data active = activation above about 4.9%;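 also: 0% = median of compound wells and 100% = cells with positive control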
Target sequence (Q8TDV0 whole entry, looked up): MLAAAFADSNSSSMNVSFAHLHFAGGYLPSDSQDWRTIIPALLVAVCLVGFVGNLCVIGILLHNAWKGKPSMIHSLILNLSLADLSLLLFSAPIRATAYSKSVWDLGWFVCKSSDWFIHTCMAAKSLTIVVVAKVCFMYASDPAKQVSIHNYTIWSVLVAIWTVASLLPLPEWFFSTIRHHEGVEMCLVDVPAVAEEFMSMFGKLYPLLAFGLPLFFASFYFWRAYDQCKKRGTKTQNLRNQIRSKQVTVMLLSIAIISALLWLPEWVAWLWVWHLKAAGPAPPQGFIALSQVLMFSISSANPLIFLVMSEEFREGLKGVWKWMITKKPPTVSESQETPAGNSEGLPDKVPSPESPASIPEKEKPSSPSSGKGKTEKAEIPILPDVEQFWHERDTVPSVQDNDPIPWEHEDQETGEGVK
TEAD-YAP inh: TEAD-YAP interaction inhibition, primary screen, TEAD-YAP interaction inhibitor project, luminescence, HEK-TIYL cells | TEAD-Gal4/YAP UAS-luciferase luminescence | inhibition, % at 9.12 µM | 640,000 tested, 1.4% active; in the data active = inhibition above about 32%;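 also: 0% = median of test compound wells and 100% = reference inhibitor wells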
MITF primary: MITF inhibitors, primary screen, biochemical, AlphaScreen, human. Microphthalmia-associated transcription factor (Homo sapiens), O75030. inhibition, % at 2.6 µM. 650,000 tested, 0.91% active. AlphaScreen MITF homodimerization, bead proximity signal; in the data active = inhibition above about 50%;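 also: 0% = vehicle wells with protein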
Target sequence (O75030 whole entry, looked up): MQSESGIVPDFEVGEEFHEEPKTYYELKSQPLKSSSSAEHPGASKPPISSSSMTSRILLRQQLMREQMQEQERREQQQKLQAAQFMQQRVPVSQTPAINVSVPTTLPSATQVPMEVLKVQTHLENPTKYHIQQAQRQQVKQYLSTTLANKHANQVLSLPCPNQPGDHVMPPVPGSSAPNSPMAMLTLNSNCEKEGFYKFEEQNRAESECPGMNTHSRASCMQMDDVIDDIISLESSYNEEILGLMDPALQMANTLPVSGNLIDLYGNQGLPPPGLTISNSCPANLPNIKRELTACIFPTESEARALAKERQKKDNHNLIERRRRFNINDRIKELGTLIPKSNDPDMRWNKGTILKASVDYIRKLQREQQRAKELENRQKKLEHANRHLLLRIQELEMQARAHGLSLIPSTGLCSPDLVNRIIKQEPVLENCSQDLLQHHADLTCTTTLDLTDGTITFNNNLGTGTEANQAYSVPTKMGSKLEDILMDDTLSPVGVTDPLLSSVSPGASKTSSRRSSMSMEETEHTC
An asterisk follows results filed as active; nt = not tested or not shown.

SMILES	FBW7 act	GPR151 activ	TEAD-YAP inh	MITF primary
CC(=O)c1cccc(N(CC(=O)N2CCCCCC2)S(C)(=O)=O)c1	0.4	-2.7	1.1	6.7
Cc1ccc(-c2nc3cc(Cl)ccc3o2)cc1NC(=O)c1ccc(F)cc1	0.0	-0.8	-2.0	-1.1
N#C/C(=C/c1ccc(-c2cccc([N+](=O)[O-])c2)o1)C(=O)NCCO	-0.1	-1.3	-17.5	-3.2
CC(C)n1cnc2c(NCCN3CCOCC3)nc(Nc3ccccn3)nc21	0.2	-1.6	14.5	5.0
CCSc1nnc2c(n1)OC(c1ccc([N+](=O)[O-])o1)Nc1ccccc1-2 (stereo not given)	-0.1	-0.4	-17.1	17.2
CCCCn1c(CCCNC(=O)C(C)C)nc2ccccc21	-0.1	0.0	0.3	-2.9
CCNc1cc(C(=O)NCCOc2ccccc2)ccn1	-0.1	3.6	-23.7	-7.9
CCOC(=O)c1cnn(C(=O)c2ccc3ncccc3c2)c1N	-0.2	-1.2	5.3	-0.7
O=C(c1ccco1)N(C(=O)c1ccco1)c1cc([N+](=O)[O-])ccc1Cl	-0.1	2.0	12.2	8.6
COc1ccc(C2CC(=O)C3=C(C2)Nc2ccccc2NC3c2ccc(Cl)cc2Cl)cc1 (stereo not given)	0.2	0.9	-5.4	3.6
O=C(CSc1nc2ccc(N3C(=O)c4ccccc4C3=O)cc2s1)NC1CC1	0.0	0.2	1.0	-5.5
C=CCNC(=O)C(=O)NC1CCCCCC1	0.0	1.5	-10.2	-10.4
CCN(CC)C(=O)Cn1cnc2sc(C(=O)Nc3ccc(C)cc3Br)c(C)c2c1=O	0.0	3.3	-27.5	6.1
COc1cccc2cc(C(=O)NCCSc3nncn3C)oc12	0.0	-1.0	-5.5	3.0
C/C(Cn1ncc(N2CCOCC2)c(Cl)c1=O)=N\O	0.1	0.4	-2.7	-4.4
CSc1nc(Cl)c(Cc2ccc(OC(C)C)cc2)c(NN)n1	0.5	0.0	9.8	11.4
Cc1ccc(C2=NC(c3cc(Br)ccc3F)NC(c3cc(Cl)ccc3O)C2)cc1 (stereo not given)	-0.1	10.7*	4.6	1.5
CC1CCN(S(=O)(=O)c2ccc(-c3csc(-c4cccnc4)n3)cc2)CC1	0.9	-0.4	0.0	19.2
COC(=O)c1ccc(NC(=O)CSc2nnc3[nH]c(=O)c(C)nn23)cc1	0.1	0.8	-0.3	16.6
O=C(O)c1ccccc1NC(=O)c1ccc([N+](=O)[O-])cc1[N+](=O)[O-]	-0.1	-1.1	-0.4	7.6
COc1cc(CN2CCc3nnc(CCc4ccccc4)n3CC2)cc2c1OCO2	0.0	1.7	4.0	2.1
O=C(NC(c1ccccn1)C(F)(F)F)C1CC(Cc2cccc(F)c2)=NO1 (stereo not given)	0.0	0.9	-2.7	16.8
Cc1cc(C)c(OCCCCCCNCCO)c(C)c1	0.1	-1.4	3.6	-20.6
Cc1cc(CNCc2c(C(=O)N(C)CCc3ccccc3)nc3sccn23)nn1C	0.3	0.6	9.5	6.1
Cc1c(-c2ccccc2)oc2c(C(=O)OCC(=O)NCc3ccco3)cccc2c1=O	0.4	-0.5	3.7	6.1
CC1CCCN(c2nc3nonc3nc2N2CCCC(C)C2)C1 (stereo not given)	-0.3	0.7	1.5	-4.2
CN1CCC(NC(Cc2ccccc2)c2ccccc2)CC1 (stereo not given)	0.7	-1.5	-6.6	-5.4
Cc1c(-n2cc(C(=O)O)c(=O)c3cc(F)c(F)c(F)c32)c(=O)n(-c2ccccc2)n1C	0.0	-1.2	-4.9	14.9
Cc1cc2ncn(S(=O)(=O)c3ccc(S(=O)(=O)N4CCCC4)cc3)c2cc1C	0.3	-0.2	12.0	-3.5
Cc1ccc(S(=O)(=O)N(c2cccc(C(F)(F)F)c2)C2C=CS(=O)(=O)C2)cc1 (stereo not given)	0.1	0.8	6.5	9.9
COc1ccc(CCNC(=O)c2sc(=S)n3c2[nH]c(=O)c2sccc23)cc1OC	-0.1	0.9	5.9	0.7
C=CCC(O)(CC=C)CNC1CCN(c2ccc(CC(=O)NCc3ccccc3)cc2)CC1	0.0	0.7	13.0	2.4
Cc1ccc(NCN2C(=O)c3ccc([N+](=O)[O-])cc3C2=O)c(C)c1	0.0	0.2	-2.4	12.8
COc1ccc(-n2nc(C(=O)NCC(=O)N(C)Cc3ccccc3)c3ccccc3c2=O)c(OC)c1	-0.1	2.0	10.7	0.2
Cc1cccc(/C=N/NC(=O)c2ccccn2)c1O	-1.8	-6.1	55.0*	13.3
CC(C)c1ccc(N2C(=O)/C(=C/c3ccc(-c4ccc(Cl)c(Cl)c4)o3)C=C2c2ccccc2)cc1	0.3	0.7	1.8	4.9
CC(=O)Nc1ccc(S(=O)(=O)N2CCCC(c3ncncc3-c3ccncc3)C2)cc1 (stereo not given)	0.0	0.5	-2.6	0.6
CCn1c(SCC(=O)Nc2ccccc2C(=O)OC)nc2ccsc2c1=O	0.1	1.7	-2.1	5.2
O=C(Cc1ccccc1)NNC(=O)Cc1cccc(F)c1	0.1	0.0	14.8	0.0
CCOC(=O)c1c(NC(=O)Cn2cnc3ccccc3c2=O)sc2c1CCN(C)C2	-0.2	-1.8	-4.5	-8.0
O=C(Nc1ccc2c(c1)OCO2)C(c1ccccc1)N1CCC(Cc2ccccc2)CC1 (stereo not given)	-0.3	0.8	-10.0	-8.3
CCN(CC)S(=O)(=O)c1cccc(C(=O)O)c1	0.3	-0.6	-5.0	13.3
CC(=O)Nc1c(C(=O)c2ccc(Br)s2)oc2ccccc12	-0.1	0.1	-0.2	-6.4
O=C(NCCCN1CCCC1=O)c1cccc(Cl)n1	-0.1	0.8	6.2	5.2
CN1C(N)=NC(=O)/C1=C/c1cc(Br)cc(Br)c1O	0.1	-0.6	15.3	15.5
CN(C)C1=C(Nc2ccc(F)c(F)c2)C(=O)c2ccccc2C1=O	-0.8	-1.4	-1.6	4.0
CC(NC(=O)c1ccc(CN2CCN(c3ccccc3)CC2)[nH]c1=O)c1cccs1 (stereo not given)	0.2	1.3	9.8	12.4
COc1ccc(N2CCN(c3ncnc4c3cnn4CCNC(=O)c3cccc(OC)c3)CC2)cc1	0.5	-0.9	19.6	19.4
CCOC(=O)N1CCc2c(sc(NC(=O)c3ccc(S(=O)(=O)N4CCC(C)CC4)cc3)c2C(=O)OC)C1	-0.1	2.1	-4.6	-4.7
COC(=O)c1ccccc1NC(=O)Nc1cc(C(C)(C)C)ccc1OC	-0.1	-0.1	5.7	-15.1

(continued)
SMILES	FBW7 act	GPR151 activ	TEAD-YAP inh	MITF primary
CCOc1ccc(CN2CCN(Cc3ccsc3)C(CCO)C2)cc1CO (stereo not given)	0.2	-1.2	-3.0	-14.3
COC(=O)CSC1=C(C#N)C(=O)NC(c2ccc(OC)cc2)S1 (stereo not given)	0.1	-0.7	6.6	16.0
CCOC(=O)CNC(=O)/C=C/c1ccc(Br)cc1	0.1	0.1	5.6	-11.8
C=CCn1c(SCC(=O)OCC)nc2sc(C)c(C)c2c1=O	0.1	0.3	-1.6	-23.8
O=C(C1CC1)N1CCC(c2nc3ccccc3[nH]2)CC1	0.2	1.1	6.3	1.9
COc1ccc2c(c1)CC(C(=O)Nc1ccc(-c3ccncc3)cc1SCCC(=O)N(C)C)CO2 (stereo not given)	-0.2	1.4	-14.4	-5.5
O=C(NCCCN1CCOCC1)C(=O)NCc1ccccc1Cl	0.2	2.4	11.8	-1.4
COc1ccc(-n2cc(-c3ccnc4ccccc34)cn2)cc1	0.1	0.8	-35.6	14.0
CC1(C)OC(=O)N2CCc3c([nH]c4ccccc34)C21C (stereo not given)	-0.1	-1.7	17.4	7.1
COc1cc(C=O)ccc1OCCCOc1cccc(Cl)c1	0.1	0.9	-2.9	5.2
COc1cccc(CN2CCC(N3CCCCC3)CC2)c1OC	0.1	-0.6	4.2	12.0
COc1ccc(Br)cc1CNC(=O)c1c(C)nc2ccccn2c1=O	0.9	-0.9	-4.5	-13.9
COc1ccc(C(=O)c2ccc([N+](=O)[O-])cc2)cc1S(=O)(=O)N1CCOCC1	-0.1	-0.5	17.0	0.4
COc1cc(C(=O)Nc2ccc3oc(-c4cccc(Br)c4)nc3c2)cc(OC)c1OC	0.1	-0.9	1.4	7.9
NCCc1ccn[nH]1	0.0	0.1	nt	-2.2
Cc1ccccc1CSc1nnnn1-c1ccc(C(N)=O)cc1	-0.1	1.2	2.6	0.7
N=C1/C(=C/c2ccc(OS(=O)(=O)c3ccccc3)c(Cl)c2)C(=O)N=C2SC=CN12	0.0	-0.9	-16.7	-5.8
CC(C)=CCN1CC[C@H]2[C@H](CCC(=O)N2Cc2ccc(F)cc2)C1	0.3	0.5	4.8	-3.9
CC(c1ccco1)N(C(=O)c1cc([N+](=O)[O-])cc([N+](=O)[O-])c1)c1ccccn1 (stereo not given)	-0.1	2.4	-2.1	2.4
O=C(NC1CC1)c1ccc(-c2ncc(C(=O)NCc3nc4ccccc4[nH]3)s2)cc1	0.1	3.2	-3.6	-7.6

Exported with each value named: entries from further up.
COc1cc(C(=O)Nc2ccc3oc(-c4cccc(Br)c4)nc3c2)cc(OC)c1OC
  FBW7 act: 0.1
  GPR151 activ: -0.9
  TEAD-YAP inh: 1.4
  MITF primary: 7.9

O=C(NC1CC1)c1ccc(-c2ncc(C(=O)NCc3nc4ccccc4[nH]3)s2)cc1
  FBW7 act: 0.1
  GPR151 activ: 3.2
  TEAD-YAP inh: -3.6
  MITF primary: -7.6

Cc1ccccc1CSc1nnnn1-c1ccc(C(N)=O)cc1
  FBW7 act: -0.1
  GPR151 activ: 1.2
  TEAD-YAP inh: 2.6
  MITF primary: 0.7

CC(C)=CCN1CC[C@H]2[C@H](CCC(=O)N2Cc2ccc(F)cc2)C1
  FBW7 act: 0.3
  GPR151 activ: 0.5
  TEAD-YAP inh: 4.8
  MITF primary: -3.9

(continued)
SMILES	FBW7 act	GPR151 activ	TEAD-YAP inh	MITF primary
CS(=O)(=O)c1ccc([C@@H](O)[C@@H](COC(=O)CN)NC(=O)C(Cl)Cl)cc1	0.0	0.3	14.4	2.3
FC(F)(F)c1cnc(N2CCN(c3ccc(-c4cccnc4)cn3)CC2)c(Cl)c1	-0.2	2.4	-3.2	0.6
COC(=O)C1=C(C)NC2=C(C(=O)c3ccccc32)C1c1ccc(OC)c(OC)c1 (stereo not given)	-0.5	0.1	-9.3	0.4
Oc1ccc(F)cc1C1=NNC(c2ccccc2Cl)C1 (stereo not given)	0.2	-0.1	-65.0	2.3
COc1cc(C2C(C#N)=C(N)N(c3sc4c(c3C#N)CCCC4)C3=C2C(=O)CCC3)cc(OC)c1OC (stereo not given)	0.2	1.0	9.3	12.7
COc1ccc(-c2csc(NC(=O)c3ccc(SC(C)C)cc3)n2)c(OC)c1	0.1	0.0	-8.0	8.6
Cc1ccccc1N1OC2C(=O)N(c3ccc(Cl)cc3)C(=O)C2C1c1cccs1 (stereo not given)	0.0	-0.1	-4.4	12.3
O=C(Nc1cc(Oc2ccccc2)cc([N+](=O)[O-])c1)C12CC3CC(C1)CC(n1cnc(Cl)n1)(C3)C2	-0.1	0.0	2.5	6.4
CCSc1nnc(NC(=O)c2cc3c(s2)CCCC3)s1	0.9	1.9	12.5	18.5
COc1ccc(Cl)cc1NC(=O)Nc1ccccc1NC(=O)c1cccnc1	0.4	-2.3	6.0	13.0
COC(OC)C12c3ccccc3C(c3ccccc31)C1C(=O)N(c3cccc(C)c3C)C(=O)C12 (stereo not given)	-0.1	-0.5	5.3	-6.5
COCCOc1cc([N+](=O)[O-])cc2c1C(=O)Nc1ccccc1O2	0.8	0.9	-17.8	-2.2
c1ccc(Nc2nc(Nc3ccncc3)nc3c2ncn3-c2ccccc2)cc1	0.1	1.2	7.6	10.6
Cc1ccc(C(=O)ON2C(=O)c3ccccc3C2=O)cc1C	0.1	7.6*	-4.7	10.4
NC(=O)COC(=O)Cc1ccc(Cl)cc1	-0.1	1.8	5.5	9.5
Cc1cccc(-c2ocnc2C(=O)NCC2CCCO2)c1 (stereo not given)	0.0	-0.7	-45.4	17.4
c1cc(OCc2ccc(-c3nccnc3-c3nn[nH]n3)cc2)cc(N2CCOCC2)c1	-0.1	0.3	0.2	3.6
CCOC(=O)C1CCCN(c2nc(C)nc3sc(C)cc23)C1 (stereo not given)	0.1	1.4	3.7	-0.7
Cc1ccc(CSCc2ccc(C(=O)NC3CC3)o2)cc1	0.1	0.0	3.4	3.9
COc1cccc(Nc2nc(Cl)nc(Nc3cccc(OC)c3)n2)c1	0.0	0.0	1.6	-1.3
COc1ccc(/C=N/Nc2nc(C)cc(C)n2)c(OC)c1OC	-0.3	0.7	-2.6	-8.1
CC(C)(C)c1nnc(NC(=O)CCl)s1	0.0	-0.4	1.5	1.9
O=C(COC(=O)c1cccc(F)c1)NNC(=O)c1ccccc1	0.0	0.1	-0.8	-12.0
O=C(NC1CCCCC1)c1nn2c(C(F)(F)F)cc(-c3ccccc3)nc2c1Cl	0.2	-1.2	9.4	-10.5
Cc1ccc(S(=O)(=O)NCC(c2ccc(N(C)C)cc2)N2CCOCC2)c(C)c1 (stereo not given)	-0.1	3.1	-1.4	-6.4
CCN1CCN(C(=O)C2=CC(c3cccs3)=NS(=O)(=O)N2C)CC1	0.0	0.5	9.5	8.8
CCCCc1ccc(NC(=O)COc2ccc(Cl)cc2)cc1	-0.1	-0.2	1.1	-18.4
CC1CCN(C(=O)c2cc(N3C(=O)CCS3(=O)=O)ccc2Cl)CC1	0.8	-0.8	1.0	3.1

Bioassay records as filed in PubChem.
